ARNT TACC3 PPI: disruptors of human ARNT/TACC3 interaction. Q9Y6A5. AlphaScreen His-ARNT PAS-B/GST-TACC3 binding, luminescence; TACC3 fragment carries E629A point mutation. inhibition, % at 9.99 µM. hit rate 0.66% among 390,000;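 active = mean inhibition of replicates at least 50% and at least half of replicates each reaching 50%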;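 note: 0% = complete ARNT plus TACC3 wells and 100% = ARNT alone without TACC3; many hits fall short of the cut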
PglD inh: PglD (C. jejuni) enzyme inhibition; purified PglD enzyme, DTNB colorimetric CoA detection; inhibition, % at 12.5 µM; hit rate 0.098% among 360,000; in the data active = inhibition above about 16%, passing the limit was not always enough; note: strong numbers were not always called active
ERp5 inh: ERp5 (human) disulfide isomerase inhibition | Q15084 | ERp5 insulin aggregation, absorbance 650 nm, 90 min | inhibition, % at 9.99 µM | hit rate 0.05% among 350,000 | AID 651711;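 active = mean replicate inhibition above about 25%, with every replicate also reaching it, limit read from the data, passing the limit was not always enough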
RAD52 anneal inh: inhibitors of human RAD52 DNA annealing; inhibition, % at 18.7 µM; hit rate 0.46% among 360,000; P43351; AID 651710; recombinant RAD52 DNA annealing, FRET fluorescence;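 active = every replicate showing at least 50% inhibition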
Target sequence (P43351 whole entry, looked up): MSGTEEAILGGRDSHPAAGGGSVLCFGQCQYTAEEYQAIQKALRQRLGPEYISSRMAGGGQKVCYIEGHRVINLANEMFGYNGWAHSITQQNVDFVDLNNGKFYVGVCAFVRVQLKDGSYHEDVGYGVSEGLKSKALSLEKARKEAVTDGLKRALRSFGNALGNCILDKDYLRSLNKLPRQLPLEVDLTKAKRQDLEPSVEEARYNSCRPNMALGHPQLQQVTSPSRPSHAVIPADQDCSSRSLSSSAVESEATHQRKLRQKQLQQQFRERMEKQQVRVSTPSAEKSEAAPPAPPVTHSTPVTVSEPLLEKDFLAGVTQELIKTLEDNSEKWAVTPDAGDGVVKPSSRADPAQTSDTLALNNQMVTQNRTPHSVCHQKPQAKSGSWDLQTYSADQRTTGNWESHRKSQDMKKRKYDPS
RAD54 branch: inhibitors of human RAD54 branch migration | Q92698 | RAD54 Holliday junction branch migration, FAM/BHQ fluorescence | inhibition, % at 10.4 µM | hit rate 0.14% among 360,000;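 active = mean normalized replicate activity at least 40 and at least half of replicates scoring 40 or more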;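 note: 0% = median of neutral control wells and 100% = median of positive control wells; inhibitors cause a drop in the FAM fluorescence signal; in these data hits start at about 50%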
esBAF inh: inhibitors of esBAF chromatin remodeling in mouse ES cells; reporter increase, % at 12.5 µM; hit rate 2% among 350,000; Bmi1-luciferase knock-in reporter, 24 h; 100% = twice the neutral-well signal; in the data active = activation above about 40%;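 note: 0% = median of the plate's neutral control wells and 100% = double that signal; a rise in the Bmi1 reporter signal indicates esBAF inhibition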
E-sel inducer: E-selectin induction on HUVECs; hit rate 0.37% among 260,000; AID 686992; P16581; HUVEC E-selectin immunofluorescence imaging; normalized: neutral wells 0, TNF-alpha wells 100; activation, % at 7.58 µM;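 active = mean E-selectin-positive cell signal at least 10% of the positive control, reached in at least 60% of replicates, without over 20% cell loss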;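 note: in these data hits start at about 27%; measured in HUVEC primary endothelial cells; signal is the percent of cells scored E-selectin positive by PE staining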
Target sequence (P16581 whole entry, looked up): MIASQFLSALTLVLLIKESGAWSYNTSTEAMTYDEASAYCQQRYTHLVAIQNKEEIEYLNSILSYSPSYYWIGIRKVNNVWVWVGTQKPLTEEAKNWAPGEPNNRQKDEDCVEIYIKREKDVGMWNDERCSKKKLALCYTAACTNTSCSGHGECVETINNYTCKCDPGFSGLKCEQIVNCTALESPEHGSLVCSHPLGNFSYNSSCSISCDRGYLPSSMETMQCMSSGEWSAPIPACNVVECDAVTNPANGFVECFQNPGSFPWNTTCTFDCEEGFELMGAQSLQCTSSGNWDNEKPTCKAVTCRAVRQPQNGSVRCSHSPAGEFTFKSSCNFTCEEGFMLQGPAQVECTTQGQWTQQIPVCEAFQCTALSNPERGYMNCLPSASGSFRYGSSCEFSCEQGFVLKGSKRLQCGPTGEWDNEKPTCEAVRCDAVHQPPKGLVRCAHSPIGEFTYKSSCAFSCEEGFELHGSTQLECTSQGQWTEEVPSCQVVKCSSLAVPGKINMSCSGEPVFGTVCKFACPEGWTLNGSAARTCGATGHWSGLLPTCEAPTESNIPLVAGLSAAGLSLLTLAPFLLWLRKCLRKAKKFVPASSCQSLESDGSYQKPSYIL
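Test system: HUVEC | Signal: Immunofluorescence imaging | Read-out: Percent E-selectin-positive cells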
CASP6 VEID inh: inhibitors of human caspase-6. P55212. purified caspase-6, Z-VEID-R110 cleavage fluorescence. inhibition, % at 12.5 µM. hit rate 0.53% among 350,000. AID 686996;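 active = mean inhibition across replicates at least about 35%, with every replicate also reaching that limit, limit read from the data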;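 note: 0% = median of neutral control wells and 100% = no fluorescence left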
Starred values were filed as active, the others as inactive; i = inactive; · = not tested or not shown; & = joins results of further samples.

1	C[C@H]1CN([C@@H](C)CO)S(=O)(=O)c2ccc(-c3cncnc3)cc2O[C@H]1CN(C)C(=O)C1CCCCC1
2	O=C(COC(=O)Cc1ccsc1)Nc1ccc(Cl)cn1
3	COc1ccccc1OCC(=O)NCc1n[nH]c(=O)c2ccccc12
4	Cc1cc(N=CC2=C(O)CC(C)(C)CC2=O)no1
5	C[n+]1ccc(/C=N/Nc2nc(Cl)c(C#N)c(Cl)c2Cl)cc1
6	CN(C)C(=O)[C@H]1[C@H](CO)[C@H]2Cn3c(ccc(C4=CCCC4)c3=O)[C@@H]1N2CCC(F)(F)F
7	COc1ccc(-c2csc(NC(=O)c3c(C)noc3C)n2)cc1OC
8	Cc1cc(=O)oc2cc(OCC(=O)NCc3cccnc3)ccc12
entry no.,1,2,3,4,5,6,7,8
ARNT TACC3 PPI,-1,-2,-3,-5,28,·,·,-7
PglD inh,1,4,2,10,-4,·,-2,0
ERp5 inh,0,-1,3,·,6,0,11,·
RAD52 anneal inh,-1,-9,-1,·,27,-18,-87,·
RAD54 branch,3,7,1,-10,23,·,7,-5
esBAF inh,-7,0,0,-2,-10,·,5,-1
E-sel inducer,0.0,-0.2,·,·,0.9,-0.3,-0.1,·
CASP6 VEID inh,2,1,-5,·,-56,-1,2,·

9	COc1ccc(NC(=O)Nc2ccc3c(c2)C(=O)N([C@@H](C)CO)C[C@@H](C)[C@@H](CN(C)Cc2ccc(C(=O)O)cc2)OCCCC[C@H](C)O3)cc1
10	Cc1ccccc1NC(=O)NC1(C(=O)N2CCN(C)CC2)CCCCC1
11	C/C(=C/C(=O)NCc1ccccc1)C(=O)O
12	CCn1c2ccccc2c2cc(NC(=O)c3coc(=O)c(Br)c3)ccc21
13	O=C(CSc1nnc(NC(=O)C2CC2)s1)Nc1ccccc1Cl
14	COc1ccccc1CN(C)C[C@@H]1OCc2cnnn2CCCC(=O)N([C@H](C)CO)C[C@H]1C
15	COc1cccc(C(=O)NCC(c2ccco2)N2CCOCC2)c1 (stereo unspecified)
16	COC(=O)C1=C(C)N(C)C(=NCc2cccc(C(F)(F)F)c2)NC1c1cccc(F)c1 (stereo unspecified)
entry no.,9,10,11,12,13,14,15,16
ARNT TACC3 PPI,-6,-5,-10,·,-14,-30,2,·
PglD inh,1,0,8,5,7,-6&3,4,·
ERp5 inh,13,0,·,·,2,-5&2,4,1
RAD52 anneal inh,7,-12,·,i,-7,8&5,-6,-6
RAD54 branch,6,5,3,-13,-2,-9&-1,1,·
esBAF inh,2,-3,0,·,-3,-1&4&3,-1,·
E-sel inducer,-0.2,·,·,·,-0.1,0.0&0.1,·,-0.1
CASP6 VEID inh,1,2,·,2,-1,-5&-1,-3,-1

17	Cc1cc(NC(=O)c2cc(-c3ccccc3C)nc3ccccc23)no1
18	Cc1cc(C)nc(SC(C)C(=O)Nc2ccc(S(N)(=O)=O)cc2)n1 (stereo unspecified)
19	C[C@@H]1CN([C@H](C)CO)C(=O)c2cc(C3=CCCC3)cnc2O[C@H]1CN(C)C(=O)c1ccc(F)cc1
20	CN(C(=O)COC(=O)CCc1c[nH]c2ccccc12)C(c1ccccc1)c1ccccc1
21	CCNC(=O)[C@H]1[C@H](CO)[C@H]2Cn3c(ccc(-c4ccccc4)c3=O)[C@@H]1N2Cc1cccnc1
22	COc1cc(C2C(C#N)=C(N)N(N(C)C)C3=C2C(=O)CC(C)(C)C3)ccc1O (stereo unspecified)
23	COc1ccccc1CNC(=O)C(C)Sc1ccc(C)cc1 (stereo unspecified)
24	Cc1ncc([N+](=O)[O-])n1CC(=O)Nc1ccc(OC(F)(F)Cl)cc1
entry no.,17,18,19,20,21,22,23,24
ARNT TACC3 PPI,-2,1,3,-2,0,16,-5,0
PglD inh,0,2,-1,·,-3,-5,2,0
ERp5 inh,1,·,2,2,-4,3,3,-2
RAD52 anneal inh,-19,·,0,-2,0,-21,-1,-15
RAD54 branch,0,-4,-6,·,-6,-4,-3,9
esBAF inh,·,-16,5,·,-1,0,4,1
E-sel inducer,-0.1,·,-0.5,0.2,-0.3,0.2,·,-0.2
CASP6 VEID inh,-3,·,1,0,2,2,2,-1

25	CSc1ccc(/C=C(/Sc2nnc(-c3ccccc3)o2)C(=O)O)cc1
26	C[C@@H]1CN([C@H](C)CO)C(=O)CCCn2cc(nn2)CO[C@@H]1CN(C)Cc1ccccc1C(=O)O
27	Nc1nonc1C(=O)N/N=C/c1cc2c(cc1Br)OCO2
28	CC(=O)c1cccc(NC(=O)CSc2nc3ccccc3c(=O)n2CCCN2CCOCC2)c1
29	CC12CCC(=O)N1C(C(=O)NCCc1ccc(F)cc1)CS2 (stereo unspecified)
30	CC(=O)Nc1c(Cl)cnn(-c2ccccc2)c1=O
31	O=C1OC(c2ccccc2)=C/C1=C/N1CCCCC1
32	COC(=O)c1ccc(NS(=O)(=O)c2ccc(SC)cc2)cc1
entry no.,25,26,27,28,29,30,31,32
ARNT TACC3 PPI,3,3,-9,2,-20,·,1,0
PglD inh,5,2,6,4,3,6,-3,1
ERp5 inh,24,3,-16,5,4,2,1,·
RAD52 anneal inh,-10,3,2,-4,-5,-5,-24,·
RAD54 branch,-9,-1,14,0,9,-4,-19,1
esBAF inh,·,-4,8,1,·,-4,84*,10
E-sel inducer,·,-0.1,-0.3,-1.1,1.3,·,·,·
CASP6 VEID inh,-1,2,-7,-6,-5,1,-2,·

esBAF inh: entries above that show a hit.
cpd	compound	ARNT TACC3 PPI	PglD inh	ERp5 inh	RAD52 anneal inh	esBAF inh	CASP6 VEID inh
31	O=C1OC(c2ccccc2)=C/C1=C/N1CCCCC1	1	-3	1	-24	84*	-2

Additional results follow.
33	COc1ccc(S(=O)(=O)N(C)CC(=O)N2CCCC2)cc1Cl
34	CCOc1cccc(C2C(C#N)=C(N)Oc3cc(C)[nH]c(=O)c32)c1OCC (stereo unspecified)
35	COc1cccc(NC(=O)Nc2ccc3c(c2)nc(C)n3C)c1
36	COc1ccc(C)cc1S(=O)(=O)N(C)CC(=O)N1CCC(C)CC1
37	CN(Cc1ccc2c(c1)CCCN2C)C(=O)[C@H]1O[C@@H](n2ccc(=O)[nH]c2=O)[C@H](O)[C@@H]1O
38	CCCCCn1c(CN2CCN(C)CC2)nc2c1c(=O)n(C)c(=O)n2C
39	COc1cccc(CN(C)C(=O)c2ccc(Oc3ccccc3)cc2)c1OC
40	O=C(O)c1ccc(N2C(=O)CC(N3CCN(c4ccc(Cl)cc4)CC3)C2=O)cc1 (stereo unspecified)
entry no.,33,34,35,36,37,38,39,40
ARNT TACC3 PPI,-4,3,-13,-1,·,-3,4,-6
PglD inh,-1,·,·,4,2,4,2,0
ERp5 inh,-1,1,1,-4,4,-12,-2,6
RAD52 anneal inh,-19,-8,-1,-2,-357,1,-7,-11
RAD54 branch,-9,·,·,3,8,-10,-7,-6
esBAF inh,-4,-1,-26,-6,20,-1,2,-1
E-sel inducer,-0.2,-0.4,·,·,3.4,-0.1,·,0.3
CASP6 VEID inh,-1,-4,-4,-1,-5,1,-1,2

41	CCCCc1cc(=O)oc2cc(C)cc(OC(C)C(=O)NCc3ccncc3)c12 (stereo unspecified)
42	COC(=O)[C@H](Cc1ccccc1)NC(=O)Cn1cnc2c(NCc3ccccc3)ncnc21
43	COc1cc([N+](=O)[O-])ccc1NC(=O)CCCOc1cc(C)ccc1C
44	CNC(=O)COc1ccc(-c2nn(C)c(=O)c3ccccc23)cc1
45	CCN(CC)CCCn1c(SCC(=O)Nc2cccc(F)c2)nnc1-c1ccoc1C
46	COc1cc(OC)cc(C(=O)NNC(=O)CCC(=O)c2cccs2)c1
47	Cc1cc(Nc2cccc(F)c2)n2ncnc2n1
48	CC(C)CC1NC(=O)N(CC(=O)Nc2ccc(-c3ccccc3)cc2)C1=O (stereo unspecified)
entry no.,41,42,43,44,45,46,47,48
ARNT TACC3 PPI,-1,-2,-9,-3,-3,-4,·,1
PglD inh,·,0,·,0,-3,-1,3,1
ERp5 inh,2,4,7,·,9,-4,2,3
RAD52 anneal inh,-22,-2,-9,·,-2,-24,1,-8
RAD54 branch,·,3,·,-2,14,-7,-1,3
esBAF inh,-3,1,·,-4,-1,-2,-5,13
E-sel inducer,·,1.0,-0.3,·,·,-0.3,0.1,·
CASP6 VEID inh,3,0,-3,·,-4,-2,-1,-3

49	Cc1ccc(CCNS(=O)(=O)c2cc3c(cc2C)n(C)c(=O)c(=O)n3C)cc1
50	COc1cc2c(cc1OC)C(=O)C(c1ccc3c(c1)OCO3)CC2 (stereo unspecified)
51	C=CCn1c(CSCc2ccc(Cl)cc2)nnc1SCC(=O)NCc1ccccc1
52	CC(NC(=O)CCn1ccc2cc(S(=O)(=O)N3CCCC3)ccc21)c1ccccc1 (stereo unspecified)
53	Cc1ccc2sc(-c3ccc(NC(=O)c4cc(-n5cnnc5)ccc4Cl)cc3)nc2c1
54	COc1ccc(CC(=O)OC(C)C(=O)NC2CCCCC2C)cc1 (stereo unspecified)
55	COc1ccc(C(CNC(=O)c2ccco2)N2CCCC2)cc1 (stereo unspecified)
56	CNC(=O)OCc1nc(SC2CCCCO2)n(C)c1COC(=O)NC (stereo unspecified)
57	COc1ccccc1NC(=O)Nc1sccc1-c1nc2ccccc2s1
58	Cc1ccc(S(=O)(=O)N2C[C@H](O)COC[C@H]3O[C@H](CC(=O)NCC4CCCCC4)CC[C@@H]32)cc1
59	COc1ccc(/C=C2\CCCC3C2=NN(C(=O)c2scnc2C)C3c2ccc(OC)c(OC)c2)cc1OC (stereo unspecified)
entry no.,49,50,51,52,53,54,55,56,57,58,59
ARNT TACC3 PPI,2,·,-8,-2,2,-3,3,·,·,24,-9
PglD inh,3,2,0,3,-4,1,8,·,-4,3,-3
ERp5 inh,0,1,·,-4,·,-3,5,-2,3,2,·
RAD52 anneal inh,-6,-15,·,-28,·,5,-88,-24,-14,65*,·
RAD54 branch,2,-2,3,7,3,-11,-8,·,-11,2,-1
esBAF inh,0,6,-5,-3,33,1,22,·,·,-3,-1
E-sel inducer,0.2,0.2,·,·,·,-0.1,-0.4,-0.2,·,-0.2,·
CASP6 VEID inh,3,·,·,-2,·,11,-6,-1,2,0,·

At a glance, some entries already given.
55	COc1ccc(C(CNC(=O)c2ccco2)N2CCCC2)cc1 (stereo unspecified)
56	CNC(=O)OCc1nc(SC2CCCCO2)n(C)c1COC(=O)NC (stereo unspecified)
57	COc1ccccc1NC(=O)Nc1sccc1-c1nc2ccccc2s1
58	Cc1ccc(S(=O)(=O)N2C[C@H](O)COC[C@H]3O[C@H](CC(=O)NCC4CCCCC4)CC[C@@H]32)cc1
59	COc1ccc(/C=C2\CCCC3C2=NN(C(=O)c2scnc2C)C3c2ccc(OC)c(OC)c2)cc1OC (stereo unspecified)
entry no.,55,56,57,58,59
ARNT TACC3 PPI,3,·,·,24,-9
PglD inh,8,·,-4,3,-3
ERp5 inh,5,-2,3,2,·
RAD52 anneal inh,-88,-24,-14,65*,·
RAD54 branch,-8,·,-11,2,-1
esBAF inh,22,·,·,-3,-1
E-sel inducer,-0.4,-0.2,·,-0.2,·
CASP6 VEID inh,-6,-1,2,0,·

Screens: PubChem, Broad Institute
